# POLB inh – inhibitors of human DNA polymerase beta; P06746; Pol beta primer extension/strand displacement, fluorescence kinetic; Potency, µM (highest dose often 114 µM), for the others: at the top dose activity change, negative = inhibition, usual class: inhibitors; 340,000 compounds, 1.3% hits; note: potency is the fitted concentration of half-maximal effect; % is set by controls: 0 for no effect and ±100 for the full control effect
#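 Curves were derived by four-parameter Hill fits of normalized qHTS data. The kinetic fluorescent primer-extension read was taken at 0 and 10 min after 50 nM substrate, following a 15 min room-temperature preincubation of 10 nM enzyme with compounds.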
# APE1 inh – APE1 (human) endonuclease inhibition. recombinant APE1, TAMRA/BHQ-2 abasic DNA cleavage fluorescence. 350,000 compounds, 0.35% hits. P27695. Potency, µM (titrated, usually from 65.8 µM), for the others: top-dose activity change, negative = inhibition, hits mostly inhibitors;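 note: potency is the fitted concentration of half-maximal effect; plate controls were vehicle for no effect and reference inhibitor for full effect; nearly all actives have a fitted effect of over 55% in size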
#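 Enzyme (0.75 nM final) and test compound are incubated 15 min at room temperature before adding 50 nM quenched THF abasic-site duplex. Cleavage dequenches TAMRA, followed at 525/598 nm over three reads one minute apart.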
# Pol kappa inh – blocks human DNA polymerase kappa activity; Q9UBT6; purified Pol kappa, fluorescent DNA synthesis assay, 10 min; Potency, µM (top dose mostly 107 µM), for inactives: at the top dose activity, negative = inhibition, hits mostly inhibitors; 400,000 compounds, 0.53% hits; note: potency is the fitted concentration of half-maximal effect; % is set by controls: 0 for no effect and ±100 for the full control effect
#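 First, compounds were pin-transferred onto 10 nM Pol kappa. After 15 min at room temperature, substrate was added to 50 nM final. Fluorescence was then measured kinetically at 0 and 10 min.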
# LDHA inh – inhibitors of human lactate dehydrogenase A | P00338 | purified LDHA, NADH/diaphorase-resazurin fluorescence; active compounds read low | activity change, % (values are at about 110 or 230 µM) | 480,000 compounds, 0.15% hits | AID 1347041; in the data active = activity change below about -30%; inconclusive = mostly about -25% to -30%;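 note: plate controls were DMSO wells for no effect and wells without enzyme for full effect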
#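 LDH5 2 nM; NADH 0.06 mM, pyruvate 0.2 mM; 200 mM Tris pH 7.4, EDTA, Tween-20; 5 min RT. Detection: diaphorase 0.133 mg/mL + resazurin 37 µM, fluorescence ex540/em590 at 0 and 20 min; normalized to enzyme-free and DMSO wells.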
# RGS4 inh – human RGS4 inhibition; AID 504845; Transcreener GDP fluorescence polarization, RGS4-accelerated GTP hydrolysis; 390,000 compounds, 0.039% hits; Potency, µM (doses to about 114 µM), without a hit: at the highest dose activity change, negative = inhibition, most hits filed as inhibitors; note: potency is the fitted concentration of half-maximal effect; % is set by controls: 0 for no effect and ±100 for the full control effect; nearly all actives have a fitted effect of over 75% in size; some results filed as inactive show a strong effect at the top dose
# Target sequence (P49798 whole entry, looked up): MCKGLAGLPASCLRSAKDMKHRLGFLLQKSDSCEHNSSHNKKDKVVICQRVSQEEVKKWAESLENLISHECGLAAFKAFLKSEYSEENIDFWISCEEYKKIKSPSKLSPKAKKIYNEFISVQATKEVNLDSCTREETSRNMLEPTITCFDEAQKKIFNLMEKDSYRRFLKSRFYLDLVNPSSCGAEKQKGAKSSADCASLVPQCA
#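 MLSMR compounds (23 nl, pin-transferred) preincubated 10 min at room temperature with a 500nM (2x) first reagent, then RGS4 at 900nM (2x) plus Transcreener GDP mix added; fluorescence polarization (620/688 nm) read before and after 90 min at 30 °C.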
# Pol eta inh – inhibitors of human DNA polymerase eta; 390,000 compounds, 1.2% hits; Potency, µM (titrated, usually from 114 µM), inactives show at the top dose activity change, negative = inhibition, actives largely listed as inhibitors; Q9Y253; AID 588591; recombinant Pol eta, fluorescent DNA replication assay; note: potency is the fitted concentration of half-maximal effect; % is set by controls: 0 for no effect and ±100 for the full control effect
#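 Fluorescent replication assay: 50 nM final substrate added after a 15 min room-temperature compound preincubation with 10 nM enzyme. Signal taken at 0 min and again at 10 min.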
# ERG-DNA inh – inhibitors of human ERG Ets domain-DNA interaction | fluorescence polarization, His-ERG Ets domain / labelled DNA | Potency, µM (series often up to 76.9 µM), inactives show at the top dose FP activity, negative = inhibition, usual class: inhibitors | 370,000 compounds, 0.028% hits | AID 624246; active = well fitted inhibition curve with a large enough effect in the polarisation, with a control signal flat; inconclusive = small, poorly fitted or top-dose-only effect, or effect the other way, or a change in a side signal; inactive = no such curve, though single readings can be large or run the other way; the % refers to the polarisation;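 note: polarization taken with two DNA probes labelled with fluorescein and Texas red; potency is the fitted concentration of half-maximal effect; % of control where 0% means no effect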
# Target sequence (P11308 whole entry, looked up, the tested form may be a part): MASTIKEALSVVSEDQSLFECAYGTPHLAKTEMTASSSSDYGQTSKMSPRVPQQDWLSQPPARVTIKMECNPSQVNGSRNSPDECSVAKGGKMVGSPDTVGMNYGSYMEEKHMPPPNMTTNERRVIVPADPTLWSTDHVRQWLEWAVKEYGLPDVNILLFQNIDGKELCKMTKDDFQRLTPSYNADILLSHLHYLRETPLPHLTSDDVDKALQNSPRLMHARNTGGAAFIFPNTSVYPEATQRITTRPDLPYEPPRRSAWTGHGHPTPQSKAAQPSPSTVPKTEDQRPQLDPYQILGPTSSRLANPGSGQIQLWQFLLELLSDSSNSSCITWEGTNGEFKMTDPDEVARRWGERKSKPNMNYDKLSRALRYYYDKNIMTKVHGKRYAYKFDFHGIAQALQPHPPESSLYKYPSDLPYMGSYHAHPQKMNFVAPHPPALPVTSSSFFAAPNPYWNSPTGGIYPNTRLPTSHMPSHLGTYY
#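 His-tagged ERG Ets domain (1 uM in the protein solution; 300mM KCl, 50mM Tris-HCl, 1mM EDTA, 1mM DTT, pH 7.5) received compound, then a probe mix of 5 nM fluorescein-DNA and 100nM Texas-615-DNA. Fluorescence polarization was read for both dyes.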
# ALOX12 inh – inhibitors of human 12S-lipoxygenase ALOX12. P18054. purified 12hLO, xylenol orange hydroperoxide absorbance. Potency, µM (titrated, usually from 108 µM), without a hit: at the highest dose activity change, negative = inhibition, most hits filed as inhibitors. 580,000 compounds, 1.1% hits; note: potency is the fitted concentration of half-maximal effect; % is set by controls: 0 for no effect and ±100 for the full control effect
#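 Hydroperoxide product was detected by ferrous iron/xylenol orange as the 573 to 405 nm absorbance ratio. Arachidonic acid at 40 uM (final) was turned over for 30 min at room temperature by 150 nM human 12hLO, pH 7.0 Hepes buffer, after 15 min compound preincubation.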
# Apoferritin bind – candidate novel general anesthetic via apoferritin binding. apoferritin/1-aminoanthracene competitive binding, fluorescence. Potency, µM (top dose mostly 77.5 µM), without a hit: at the highest dose activity change, negative = displacement, most hits filed as inhibitors. 350,000 compounds, 0.074% hits; note: potency is the fitted concentration of half-maximal effect; % is set by controls: 0 for no effect and ±100 for the full control effect; nearly all actives have a fitted effect of over 20% in size
# Target sequence (P02791 2-175 limits assumed): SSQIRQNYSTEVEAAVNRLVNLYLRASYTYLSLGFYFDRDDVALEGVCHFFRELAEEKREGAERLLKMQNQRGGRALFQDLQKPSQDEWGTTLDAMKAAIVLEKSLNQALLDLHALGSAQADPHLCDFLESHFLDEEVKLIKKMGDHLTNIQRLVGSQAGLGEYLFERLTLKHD
#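 Read-out: endpoint 1-AMA fluorescence, excitation 380 nm and emission 535 nm, after compounds sit 10 min at room temperature with 10 uM horse-spleen apoferritin in 50% saturated 1-AMA/PBS. Values come from four-parameter Hill fits.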
# Numbers without * were called inactive; ? = inconclusive; nt = not tested or not shown; & = joins results of further samples; [ ] = remark or other dose. Unless noted, calls come from the whole dose curve; as a rule, active = well fitted curve in the direction sought with a large enough effect; inconclusive = small, poorly fitted or top-dose-only effect, or another doubt; inactive = no such curve, though single readings can be large; an effect the other way counts as inactive or inconclusive. An excerpt (hit frequency here may not be typical).
SMILES,POLB inh,APE1 inh,Pol kappa inh,LDHA inh,RGS4 inh,Pol eta inh,ERG-DNA inh,ALOX12 inh,Apoferritin bind
CS(=O)(=O)N(CC(=O)Nc1cccc([N+](=O)[O-])c1)c1cccc(F)c1,4%,?,-11%,-5,1%,5%,-16%,0%,-11%
CCOC(=O)CSc1nc2c(sc3ccccc32)c(=O)n1CCCN1CCOCC1,12%,-6%,-2%,-5,5%,-6%,-4%,-7%,-15%
Cc1nc(N2CCN(C(=O)COc3ccccc3)CC2)c2c(C)c(C)sc2n1,-25%,6%,1%,-3,-11%,-16%,3%,0%,?
O=C1c2ccccc2CCC12N=NCC2c1ccc(Cl)cc1 (stereo not given),-8%,1%,-1%,2,2%,-2%,-5%,?,-23%
COc1ccccc1N1CCN(C(=O)c2cc3c(s2)-c2ccccc2OC3)CC1,2%&1%,18%,-12%&-1%,-3&-7,-7%&22%,-11%&-10%,8%&-7%,48%&-25%[activator],1%&56%
CC(C)N(Cc1nnc(-c2ccccc2Br)o1)C(=O)c1cc(Cl)nc2ccccc12,nt,-1%,10%,4,-22%,-13%,4%,-12%,nt
CCOC(=O)c1cc(-c2ccccc2)sc1NC(=O)c1ccc(OC)c(OC)c1,50%,14%,-13%,-5,?,-2%,-2%,11µM*,4%
Cc1cc(OC(=O)c2cccs2)ccc1C(C)C,1%,?,-2%,-3,-11%,-8%,-11%,3%,?
O=C(NCC(c1cccs1)N1CCOCC1)c1cccc([N+](=O)[O-])c1 (stereo not given),1%[57.1 µM],3%,-10%,-8,-3%,-17%,4%,1%,-4%
CCOc1ccc(S(=O)(=O)NCC2CCCO2)c2cccnc12 (stereo not given),17%,-4%,3%,1,-15%,15%,6%,19%,4%
NCc1oc(-c2ccccc2)cc1C(=O)O,-15%,1%,-11%,-7,-12%,-16%,-1%,10µM*,-2%
N#CCC(=O)N/N=C/c1cc(-c2ccccc2)n(-c2ccc(Cl)cc2)c1-c1ccccc1,-2%,-8%,-23%,-5,2%,-15%,-3%,?,-9%
CCCCOC(=O)c1[nH]c(C)c(C(=O)OC)c1C,-4%,-1%,-7%,-2,-9%,-15%,14%,-14%,-10%
CCOC(=O)N1CCN(C(=O)CS(=O)Cc2nc(-c3ccc(OC)c(OC)c3)oc2C)CC1 (stereo not given),-1%,21%,-5%,-7,-10%,-2%,-2%,1%,-11%
C[C@H](CO)N1C[C@H](C)[C@@H](CN(C)S(=O)(=O)c2ccc(Cl)cc2)Oc2ccc(NS(=O)(=O)c3ccccc3)cc2CC1=O,nt,9%,3%,0,-18%,-13%,5%,-15%,nt
O=C(Nc1nc(-c2ccc(Cl)cc2)cs1)NC1CCCCC1,-2%,1%,-8%,2,1%,-10%,-6%,50µM*,-12%
S=C(NCCc1ccccc1)NCc1cccs1,10%,6%,-9%,-13,-16%,-14%,4%,-14%,-2%
Cn1c(CCN2CCCCC2)nc2cc(NS(=O)(=O)c3ccc(F)cc3)ccc21,6%,4%,-22%,-4,13%,-6%,2%,-15%,-18%
CC(C)=CC(=O)Nc1ccccc1Br,-7%,3%,-5%,-15,16%,-6%,-11%,10%,0%
COc1ccccc1NS(=O)(=O)c1cc(NC(=O)COc2ccccc2F)ccc1N1CCOCC1,nt,14%,-5%,-1,?,-20%,4%,?,nt
COc1ccc2c(c1)c1c(n2C(C)=O)C(OC(C)=O)=NCC1,-12%,1%,-4%,-2,-6%,-9%,nt,-6%,27%
C=C(C)Cn1c(SCC(=O)N/N=C/c2cccc(O)c2)nc2ccccc2c1=O,35%,10%,-19%,-5,5%,-11%,nt,7%,1%
Cc1nnc(SCC(=O)Nc2ncc3c(n2)CCCC3=O)s1,-8%,1%,-5%,-3,-14%,-17%,-1%,0%,-7%
O=C1CC(C(=O)O)C(c2ccccc2)c2ccccc21 (stereo not given),nt,nt,-11%,-8,-1%,0%,4%,-4%,nt
COc1ccccc1-c1cncnc1NCCN1CCOCC1,nt,1%,-1%[60.1 µM],nt,nt,nt,nt,?,2%
CC(=O)c1cccc(NC(=O)c2csc3c2CCCCC3)c1,14%,8%,-2%,-2,-1%,-26%,-2%,2%,?
COc1ccccc1/C=C/C(=O)NCC(=O)n1nc(C)cc1C,5%,12%,-13%,-11,19%,-10%,-1%,0%,2%
COc1ccc(CNC(=O)COC(=O)c2c(-c3c(F)cccc3Cl)noc2C)cc1OC,35%,-11%,-6%,-3,-20%,-15%,2%,0%,-12%
O=C1CCc2cc(S(=O)(=O)NC(Cc3ccccc3)C(=O)NCCC3=CCCCC3)ccc2N1 (stereo not given),2%,-1%,-7%,-7,-12%,-13%,-6%,2%,-19%
Cc1ccc(Cl)cc1NC(=O)N[C@@H](C)C(=O)O,0%,-4%,-5%,-5,-18%,-5%,-1%,?,-4%
COc1cccc(OC)c1NC(=O)CN1CCC(NC(=O)c2cccc(F)c2)CC1,-1%,-1%,-1%,-4,-19%,-12%,-5%,0%,-4%
Cc1cc(N2CCN(c3ccccc3)CC2)n2cc(-c3ccccc3)nc2n1,3%,-7%,-19%,-8,31%,-15%,2%,8%,3%
CCOC(=O)N1C(=O)NC(=O)C1c1ccccc1 (stereo not given),nt,nt,-16%,-4,16%,-7%,-13%,2%,nt
COc1ccc(OCC(=O)NNC(=O)c2cccc(O)c2)cc1,-8%,-6%,-15%,2,24%,3%,6%,-3%,-9%
Cc1cc(=O)[nH]c(-n2[nH]c3c(c2=O)CCCC3)n1,11%,-4%,-15%,22,11%,-15%,-10%,5%,-11%
CC(=O)Nc1cc(S(=O)(=O)Nc2ccc(C)cc2)c(C)cc1C,4%,3%,-10%,-5,15%,-19%,-22%,0%,-18%
COc1ccc(C(=O)O)cc1S(=O)(=O)N1CCSCC1,0%,-9%,6%,0,-7%,-15%,-1%,?,-4%
COc1ccc(Nc2n[nH]c(C)c2[N+](=O)[O-])cc1,-15%,-4%,-6%[60.1 µM],1,-8%[11.4 µM],-4%,0%,-14%,-21%
Cc1ccc(S(=O)(=O)Nc2ccc3c(c2)c2c(n3S(=O)(=O)c3ccc(C)cc3)CCCC2=O)cc1,-6%,-2%,-2%,-3,-3%,-25%,10%,-29%,-5%
Cc1ccc([N+](=O)[O-])cc1S(=O)(=O)N1CCN(C)CC1,2%,1%,-11%,-9,-2%,-16%,-4%,-6%,-2%

# 3 compounds from above, showing only ERG-DNA inh and POLB inh:
SMILES | ERG-DNA inh | POLB inh
COc1ccc(C(=O)O)cc1S(=O)(=O)N1CCSCC1 | -1% | 0%
COc1ccc(Nc2n[nH]c(C)c2[N+](=O)[O-])cc1 | 0% | -15%
Cc1ccc(S(=O)(=O)Nc2ccc3c(c2)c2c(n3S(=O)(=O)c3ccc(C)cc3)CCCC2=O)cc1 | 10% | -6%

# Other results follow:
SMILES,POLB inh,APE1 inh,Pol kappa inh,LDHA inh,RGS4 inh,Pol eta inh,ERG-DNA inh,ALOX12 inh,Apoferritin bind
CNC(=S)N(CCc1c(C)[nH]c2ccc(F)cc12)Cc1ccco1,-2%,-20%,0%,-7,-5%,-12%,0%,106%[activator],4%
CCCOC(=O)c1c(-c2ccccc2)nc(CC)c(C(=O)SCC)c1CCC,-17%[57.1 µM],-20%&3%,-7%[60.1 µM],-6,-3%[56.9 µM],-10%,12%,19%,nt
N#Cc1ccc2[nH]cc(CCO)c2c1,1%,9%,2%,-3,-1%,?,3%,4%,-5%
Cc1ccc(N(Cc2ccc(C(=O)NN=C3CCN(C)CC3)cc2)S(C)(=O)=O)cc1C,22%,9%,-11%,-5,-6%,-15%,2%,-14%,-2%
O=C(c1cc(-c2cccc(Cl)c2)on1)N1CCCCCC1,4%,24%,-5%,-6,10%,-11%,-5%,-14%,8%
Cc1cccn2c(=O)c3cc(C#N)c(=O)n(-c4nnc(SCc5ccc(F)cc5)s4)c3nc12,1%,nt,-7%,2,?,nt,3%,?,0%
Cc1ccc(NC(=O)C(=O)NCCN2CCN(S(=O)(=O)c3ccccc3)CC2)cc1C,6%,1%,-10%,-4,-18%,-11%,3%,-7%,-5%
Cc1ccc(-c2cnc(C3CC3)o2)cc1S(=O)(=O)Nc1ccc(F)cc1Cl,6%,nt,-6%[60.1 µM],-1,7%,nt,-2%,-14%,121%[activator]
CCOC(=O)c1cc2c(=O)n3ccccc3nc2n(CC(C)C)c1=NC(=O)C(C)(C)Oc1ccc(Cl)cc1,44%[activator],nt,-9%,-14,30%,-15%,-2%,-6%,1%
O=C(NCCCn1ccnc1)c1cccc(S(=O)(=O)N2CCCCCC2)c1,2%,4%,-13%,-3,-22%[56.9 µM],-5%,-9%,1%,-4%
CCCCOc1ccc(C(=O)Nc2ccc(N3CCN(C(=O)C(C)C)CC3)cc2)cc1,0%,-1%,-2%,-2,5%,5%,3%,-1%,-10%
CS(=O)(=O)N(Cc1ccc(C(=O)NCCSc2ccccn2)cc1)c1ccccc1,12%,-7%,-7%,-4,-1%,-19%,-6%,18%,-8%
CCCC(=O)N(c1ccc2oc(C)c(C(C)=O)c2c1)S(=O)(=O)c1ccc(CC)cc1,10%,nt,-13%[60.1 µM],-17,18%,-13%,-2%,-22%,-9%
